# Screening results deposited in PubChem by several laboratories.
# Mcl1 Bid PPI: disrupts binding of human Mcl-1 to Bid peptide | Q07820 | TR-FRET Mcl-1/Bid-Dy647 peptide binding, 1536-well | inhibition, % at 21.7 µM | 220,000 compounds, 0.97% hits | AID 1021;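 active means compounds that cut the binding signal by more than half at the single screening dose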;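 further: His-tagged Mcl-1 with europium anti-His antibody binding Bid BH3 peptide; 0% = Mcl-1 plus peptide wells and 100% = peptide-only wells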
# Bcl-2 Bim block: human Bim-Bcl-2 interaction inhibition | inhibition, % at 10 µM | P10415 | 190,000 compounds, 0.06% hits | AID 950 | Bead-based flow cytometry, Bim peptide-Bcl-2 binding; in the data active means inhibition above about 40%; inconclusive means no clear call, values can overlap the other calls;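 further: 0% = no compound wells with probe peptide and 100% = reference peptide inhibitor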
# Target sequence (P10415 whole entry, looked up): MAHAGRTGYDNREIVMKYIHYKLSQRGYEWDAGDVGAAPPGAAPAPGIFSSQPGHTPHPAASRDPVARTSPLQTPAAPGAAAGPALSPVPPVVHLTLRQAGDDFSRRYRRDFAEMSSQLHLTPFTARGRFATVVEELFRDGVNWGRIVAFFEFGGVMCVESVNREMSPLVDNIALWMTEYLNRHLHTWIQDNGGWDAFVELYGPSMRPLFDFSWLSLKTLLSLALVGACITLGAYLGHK
# RGS8-Gao reg: regulators of human RGS8-Galphao interaction; 220,000 compounds, 0.34% hits; multiplexed bead flow cytometry, RGS8-Galphao binding; actives lie on both sides; response (percent of control binding), % at 10 µM; P09471; in the data active means response below about 60% or above about 140%; inactive means in between;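 further: Galphao activated as the GDP aluminium fluoride complex binding bead-coupled RGS8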
# RGS7-Gao: human RGS7-Galphao interaction regulation; 220,000 compounds, 0.35% hits; P09471; Multiplexed bead flow cytometry, RGS7-Galphao binding; actives lie on both sides; binding response (% of control), % at 10 µM; AID 1439; in the data active means binding response below about 49% or above about 150%; inconclusive means no clear call, values can overlap the other calls; inactive means in between;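 further: fluorescent Galphao held in activated GDP-AlF4 state binding bead-coupled RGS7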
# Bim-Bcl-B: inhibitors of Bim-Bcl-B interaction, human; Q9HD36; bead-based flow cytometry, Bim peptide-Bcl-B binding; inhibition, % at 10 µM; 190,000 compounds, 0.073% hits; AID 951;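 further: 0% = tracer peptide without compound and 100% = reference inhibitor peptide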
# Target sequence (Q9HD36 whole entry, looked up): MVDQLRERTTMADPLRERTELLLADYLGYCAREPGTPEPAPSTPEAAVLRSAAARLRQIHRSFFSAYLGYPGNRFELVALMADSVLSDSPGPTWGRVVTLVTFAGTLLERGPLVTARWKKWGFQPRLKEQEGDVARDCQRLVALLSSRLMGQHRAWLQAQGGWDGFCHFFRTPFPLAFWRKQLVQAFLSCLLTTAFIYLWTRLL
# Bim-Bcl-W: human Bim-Bcl-W interaction inhibition. inhibition, % at 10 µM. 190,000 compounds, 0.02% hits. bead-based flow cytometry, Bim peptide-Bcl-W binding. Q92843;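 further: 0% = bound tracer without compound and 100% = peptide blocker; higher means less fluorescent Bim peptide bound to Bcl-W beads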
# Target sequence (Q92843 whole entry, looked up): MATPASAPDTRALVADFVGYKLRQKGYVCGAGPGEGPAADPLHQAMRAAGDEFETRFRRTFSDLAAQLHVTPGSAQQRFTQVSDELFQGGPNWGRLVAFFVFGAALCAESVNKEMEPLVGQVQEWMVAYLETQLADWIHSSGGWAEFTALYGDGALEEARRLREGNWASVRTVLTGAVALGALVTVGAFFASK
# Bim-Bfl-1: disrupts Bim binding to human Bfl-1; Q16548; Bead-based flow cytometry, Bim-Bfl-1 binding inhibition; inhibition, % at 10 µM; 190,000 compounds, 0.12% hits; AID 1008;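 further: 0% = wells without compound plus tracer and 100% = blocker peptide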
# Bim-Bcl-XL: human Bim-Bcl-XL interaction inhibition. Bim peptide-Bcl-XL binding, bead flow cytometry, fluorescence. inhibition, % at 10 µM. 190,000 compounds, 0.04% hits. Q07817
# Target sequence (Q07817 whole entry, looked up): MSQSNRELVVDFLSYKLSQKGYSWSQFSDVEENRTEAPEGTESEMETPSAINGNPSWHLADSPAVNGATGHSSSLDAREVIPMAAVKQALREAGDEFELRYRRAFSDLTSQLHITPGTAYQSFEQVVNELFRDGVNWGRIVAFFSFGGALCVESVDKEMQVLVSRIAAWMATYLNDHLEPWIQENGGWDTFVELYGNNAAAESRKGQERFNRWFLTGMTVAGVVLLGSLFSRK
# Bim-Mcl-1: inhibitors of Bim-Mcl-1 interaction, human. Bead-based flow cytometry, Bim peptide-Mcl-1 binding. AID 1009. 190,000 compounds, 0.1% hits. inhibition, % at 10 µM. Q07820;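 further: 0% = no compound tracer wells and 100% = peptide blocker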
# RGS4-Gao reg: human RGS4-Galphao interaction regulation; binding response (% of control), % at 10 µM; 220,000 compounds, 0.33% hits; Multiplexed bead flow cytometry, RGS4-Galphao binding; actives lie on both sides; AID 1415; in the data active means binding response below about 49% or above about 150%; inactive means in between;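 further: fluorescent Galphao activated with aluminum fluoride binding bead-coupled RGS4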
# GSH fluor: compound fluoresces at 488/530 nm on GSH beads; 190,000 compounds, 0.25% hits; GSH beads flow cytometry, compound fluorescence 488/530 nm; active compounds read high; fluorescence (KMESF) at 10 µM; AID 1776; in the data active means fluorescence above about 89;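 further: glutathione beads carrying GST-tagged Bcl family fusion proteins plus one bare bead set; values are compound well signal with DMSO vehicle wells as background; inactives centre near 16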
# Starred values were filed as active, the others as inactive; ? = inconclusive. Unless noted, no stated cut-off is given here; in the data, active means inhibition above about 40%.
SMILES,Mcl1 Bid PPI,Bcl-2 Bim block,RGS8-Gao reg,RGS7-Gao,Bim-Bcl-B,Bim-Bcl-W,Bim-Bfl-1,Bim-Bcl-XL,Bim-Mcl-1,RGS4-Gao reg,GSH fluor
O=C(CSc1ccc(Cl)cc1)NCC1CCCO1 (stereo not drawn),-16,-8,97,95,-8,-2,-15,-6,-4,97,36
COc1ccc(C2C3=C(CC(C)(C)CC3=O)Nc3cc4c(cc32)OCO4)cc1 (stereo not drawn),-26,-16,107,104,-11,-1,-18,-2,-6,105,28
O=C(O)c1cc([N+](=O)[O-])c(NCc2cccnc2)c([N+](=O)[O-])c1,-2,6,101,102,0,3,0,0,5,101,23
Cc1c(/C(O)=C2/C(=O)C(=O)N(Cc3cccnc3)C2c2ccccn2)cnn1-c1ccccc1 (stereo not drawn),-29,-7,100,?,-5,-3,-10,-4,-3,100,15
CC(Cc1ccccc1)N/C=C1\CC(=O)NC1=O (stereo not drawn),-60,2,103,102,0,1,-2,1,0,101,10
COc1ccc(NC(=O)CC23CC4CC(CC(C4)C2)C3)cn1,-10,0,108,113,-2,0,-4,0,-2,109,14
COc1ccc(NC(=S)SC)cc1OC,-45,-2,93,97,-3,-2,0,-2,-3,96,5
COc1ccc(/C=C2\SC(=O)N(CCNC(=O)C3CC4C=CC3C4)C2=O)cc1 (stereo not drawn),-22,-1,97,96,-2,-1,-2,-1,0,95,16
CNC(=O)c1ccccc1S(=O)(=O)c1ccccc1C#N,-2,-1,100,104,2,-1,0,-2,-1,102,12
Cc1ccc(-n2c(Cc3cccn3C)nnc2SCC(=O)N2CCN(c3ccccc3)CC2)cc1,-26,-7,98,95,-5,5,-7,-1,-1,95,8
CCOCCCNC(=O)C1CCN(S(=O)(=O)N2CC(C)CC(C)C2)CC1 (stereo not drawn),-15,-2,100,100,0,-1,-3,0,0,98,15
COCCNC(=O)c1onc(CSc2ccccc2F)c1C(=O)O,-9,0,100,99,1,-3,-2,0,0,98,22
O=C(CCc1nnc(CCCCc2ccccc2)o1)NCCN1CCOC1=O,-14,-1,99,97,-1,-2,-5,2,-1,100,15
Cc1onc(-c2ccccc2)c1C(=O)N1CCCc2ccccc21,-14,-10,101,102,-8,0,-10,-4,-1,102,29
O=C(O)/C=C/c1cccc(NC(=O)c2ccc(Cl)cc2)c1,0,0,91,97,-3,-1,-5,-2,-2,92,11
O=C1NCCN1Cc1ccc(F)cc1,-5,-11,101,98,-13,0,-13,-22,-5,98,25
COc1cccc(/C(O)=C2/C(=O)C(=O)N(CCN3CCOCC3)C2c2cccnc2)c1 (stereo not drawn),-6,-3,105,99,-5,-3,-1,-5,-2,101,12
N#C/C(=C/c1ccc(-c2ccc(Br)cc2)o1)C(=O)NC1CCCCC1,-19,0,98,101,-5,0,0,-2,0,100,8
Cn1c(N)cc(=O)n(Cc2ccccc2)c1=O,-7,-1,103,100,-5,-2,0,-4,-2,101,17
Cc1ccc(S(=O)(=O)N2C(=O)CCC2C(=O)NCc2ccco2)cc1 (stereo not drawn),-18,-7,97,99,-4,0,-8,-3,1,101,24
COc1cc(NC(=O)COC(C)=O)cc(OC)c1OC,-53,0,95,89,-2,2,-4,0,0,88,9
CC(=O)c1cccc(S(=O)(=O)N2CCC(n3nnc4cc(F)ccc43)CC2)c1,-3,1,102,101,7,4,7,3,0,102,50
O=c1[nH]cnc(O)c1C(c1ccc2c(c1)OCO2)c1c(O)nc[nH]c1=O,2,0,99,99,-1,-5,0,-2,0,99,66
Cc1ccc(-c2nn(CCC(=O)O)cc2/C=C\C(=O)c2ccc(Br)cc2)cc1,15,-1,104,100,1,1,-2,-4,-1,103,11
Cc1nnc(SC(C)C)n(N)c1=O,-15,-2,105,103,-5,-4,-5,-3,-1,103,16

# Next section, starting with the last 3 of the part before.
SMILES,Mcl1 Bid PPI,Bcl-2 Bim block,RGS8-Gao reg,RGS7-Gao,Bim-Bcl-B,Bim-Bcl-W,Bim-Bfl-1,Bim-Bcl-XL,Bim-Mcl-1,RGS4-Gao reg,GSH fluor
O=c1[nH]cnc(O)c1C(c1ccc2c(c1)OCO2)c1c(O)nc[nH]c1=O,2,0,99,99,-1,-5,0,-2,0,99,66
Cc1ccc(-c2nn(CCC(=O)O)cc2/C=C\C(=O)c2ccc(Br)cc2)cc1,15,-1,104,100,1,1,-2,-4,-1,103,11
Cc1nnc(SC(C)C)n(N)c1=O,-15,-2,105,103,-5,-4,-5,-3,-1,103,16
CC(=O)Oc1cc2c(cc1Cl)C(c1cccs1)CC1(CC(C)(C)NC(=S)N1)O2 (stereo not drawn),-29,0,99,95,-10,-2,2,1,3,97,10
O=C(OCCOCCN=C1NS(=O)(=O)c2ccccc21)C1CC(=O)N(c2ccccc2)C1 (stereo not drawn),-14,-1,96,102,-1,-1,-1,0,0,100,20
COc1ccc(C(=O)c2ccccc2)c(OCC(=O)NC2CC2)c1,-52,-4,102,99,-3,-5,-7,-4,-3,102,21
O=C(CC(c1ccccc1)C1CCCCC1=O)c1ccco1 (stereo not drawn),-6,17,102,102,4,2,4,0,3,98,21
CCc1n[nH]c(=O)n1Cn1c(CC)n[nH]c1=O,-7,-5,93,87,-9,0,-8,4,1,89,34
CCn1c2ccccc2c2cc(/C=N/NC(=O)c3ccccc3C)ccc21,6,-9,101,99,-13,-5,-7,-5,-5,101,10
CCOC(=O)C(NC(C)=O)(Nc1ccc(S(=O)(=O)Nc2cc(C)nc(C)n2)cc1)C(F)(F)F (stereo not drawn),2,-3,99,96,-4,4,-13,-1,4,96,10
CCNC(=O)N1CCN(C(=O)NCC)CC1,-8,0,101,?,-1,-2,-1,-1,0,100,15
CCOC(=O)C1=C(CNCc2ccc(C)cc2)NC(=O)NC1c1cc(C)ccc1C (stereo not drawn),-19,0,93,95,-1,0,1,2,-1,96,39
COc1ccc(-c2csc(Cc3nc(O)cs3)n2)cc1,-36,-2,104,104,0,-5,-2,-1,1,104,20
Cc1cccc(C2NC(c3cccc(C)c3)C([N+](=O)[O-])C(C)(C)C2[N+](=O)[O-])c1 (stereo not drawn),2,-6,101,101,-8,-1,-14,-6,-1,102,18
Cc1ccc(SCC(=O)NC(=O)NCc2ccco2)c(C)c1,-21,-11,98,93,-8,2,-12,-5,-1,97,14
C=CCN1CN(S(=O)(=O)c2cccs2)c2nc3ccccc3nc21,2,-1,102,99,0,-1,-3,-3,0,100,26
O=C(NCCc1ccccc1)C1CCC(CNS(=O)(=O)c2cccs2)CC1 (stereo not drawn),-6,-4,100,100,-3,0,-5,-2,0,101,14
CC(C)COP(=O)(CNC(=O)CN1C(=O)c2ccccc2S1(=O)=O)OCC(C)C,1,-1,102,94,-7,-3,-3,-7,-2,96,21
Cc1ccccc1N1CCN(C2=NC(=O)/C(=C/c3cn[nH]c3-c3ccccc3)S2)CC1,8,1,117,112,-3,2,1,1,-1,116,9
CC(=O)c1ccc(NC(=O)Nc2ccccc2)cc1,3,1,101,106,-5,-5,-8,-1,-1,106,4
O=C1/C(=C/c2cccnc2)Oc2cc(OS(=O)(=O)c3ccc(Cl)cc3)ccc21,-6,-11,101,100,-9,-2,-16,-12,-4,100,37
CCCOc1ccc(C2(C(=O)O)CCCC2)cc1,9,-10,99,102,-7,0,-17,-8,-4,102,25
CC1CC(C)CN(S(=O)(=O)c2ccccc2[N+](=O)[O-])C1 (stereo not drawn),-14,-5,96,99,-7,-2,-1,-5,-4,102,6
CC(C)CCNC(=O)CSc1nnc(-c2ccc(S(=O)(=O)N3CCCC3)cc2)n1C,-9,-6,96,100,-6,-1,-17,-5,-2,99,23
CCN(CC)S(=O)(=O)c1ccc2oc(C(=O)N3CCOCC3)c(C)c2c1,-2,-4,103,101,-10,0,-12,-5,-4,99,33
CCOc1ccc(C(=O)Nc2c3c(nn2-c2cccc(Cl)c2)CS(=O)C3)cc1 (stereo not drawn),-10,4,103,100,-3,1,1,-3,1,104,13
Cc1ccc(/C=C/C(=O)Nc2ccc([N+](=O)[O-])c(NC(=O)/C=C/c3ccc(C)o3)c2)o1,-10,11,78,101,-20,10,40*,0,-4,92,6
CC(C)[C@H](NS(=O)(=O)c1ccc2c(c1)OCCO2)C(=O)OCC(=O)Nc1cc(Cl)ccc1Cl,12,-10,100,98,-14,-8,-6,-9,-10,98,10
CC(C)N(C(=O)CSc1nnnn1C1CCCC1)C(C)C,1,0,102,104,-2,-1,0,0,-1,105,19
CCCCCOc1ccccc1C(=O)NCCC(=O)O,6,-2,101,102,-2,-3,0,-3,-2,103,16

# Complete entries from above. Screens in order: Mcl1 Bid PPI | Bcl-2 Bim block | RGS8-Gao reg | RGS7-Gao | Bim-Bcl-B | Bim-Bcl-W | Bim-Bfl-1 | Bim-Bcl-XL | Bim-Mcl-1 | RGS4-Gao reg | GSH fluor
# Profile of `CCc1n[nH]c(=O)n1Cn1c(CC)n[nH]c1=O` → -7 | -5 | 93 | 87 | -9 | 0 | -8 | 4 | 1 | 89 | 34
# Profile of `CCN(CC)S(=O)(=O)c1ccc2oc(C(=O)N3CCOCC3)c(C)c2c1` → -2 | -4 | 103 | 101 | -10 | 0 | -12 | -5 | -4 | 99 | 33

# Just Bim-Bcl-B and GSH fluor, for some of the entries so far:
molecule,Bim-Bcl-B,GSH fluor
Cc1ccc(SCC(=O)NC(=O)NCc2ccco2)c(C)c1,-8,14
COc1ccc(NC(=O)CC23CC4CC(CC(C4)C2)C3)cn1,-2,14
O=C(O)/C=C/c1cccc(NC(=O)c2ccc(Cl)cc2)c1,-3,11
O=C1NCCN1Cc1ccc(F)cc1,-13,25
O=C(OCCOCCN=C1NS(=O)(=O)c2ccccc21)C1CC(=O)N(c2ccccc2)C1 (stereo not drawn),-1,20
COc1cc(NC(=O)COC(C)=O)cc(OC)c1OC,-2,9
CNC(=O)c1ccccc1S(=O)(=O)c1ccccc1C#N,2,12
